GC-A act = GC-A (human) enzyme activation | P16066 | HEK293 GC-A cells, cGMP TR-FRET, EC30 ANP; 0% at EC30 ANP, 100% saturating ANP | activation, % at 10 µM | 370,000 tested, 0.14% active | AID 1671463; in the data active means activation above about 40%
NPR2 activator = GC-B (human) receptor activation. P20594. HEK293-GC-B cells, CNP EC30, cGMP TR-FRET; 0% at EC30 CNP, 100% saturating CNP. activation, % at 10 µM. 370,000 tested, 0.11% active. AID 1920062;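 active means activation at 10 µM reaching about 35% in either raw or pattern-adjusted values, limit read from the data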
SIAE primary = human SIAE inhibition, primary screen | 370,000 tested, 0.69% active | inhibition, % at 9.66 µM | SIAE FP-Rh probe binding, fluorescence polarization | Q9HAT2;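 active means inhibition above a cutoff: mean of compounds within the control limits plus 3 SD of those, cut at about 17% in these data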;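 further: 0% = plate median of compound wells and 100% = probe without SIAE protein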
PRMT1 FP inh = blocks human protein arginine methyltransferase 1 | 370,000 tested, 1.3% active | Q99873 | inhibition, % at 2.79 µM | recombinant PRMT1, activity-based probe fluorescence polarization | AID 652257;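 active means inhibition above about 21% made by adding two undisclosed values, limit read from the data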
TCR-CD3 inh = inhibitors of human TCR-CD3 interaction. TAMRA-labeled TCR probe fluorescence, biochemical. inhibition, % at 9.4 µM. 360,000 tested, 0.37% active. AID 651800; in the data active means inhibition above about 19%;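 further: recombinant mutant TCR 2C K166C tagged with TAMRA read by polarization; 0% = receptor in buffer alone and 100% = receptor with positive control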
MBD2 DNA inh = MBD2-methylated oligo binding inhibition. inhibition, % at 4.4 µM. Q9UBB5. TR-FRET, MBD2 binding to methylated oligonucleotide. 370,000 tested, 0.31% active; in the data active means inhibition above about 13%
Target sequence (Q9UBB5 whole entry, looked up): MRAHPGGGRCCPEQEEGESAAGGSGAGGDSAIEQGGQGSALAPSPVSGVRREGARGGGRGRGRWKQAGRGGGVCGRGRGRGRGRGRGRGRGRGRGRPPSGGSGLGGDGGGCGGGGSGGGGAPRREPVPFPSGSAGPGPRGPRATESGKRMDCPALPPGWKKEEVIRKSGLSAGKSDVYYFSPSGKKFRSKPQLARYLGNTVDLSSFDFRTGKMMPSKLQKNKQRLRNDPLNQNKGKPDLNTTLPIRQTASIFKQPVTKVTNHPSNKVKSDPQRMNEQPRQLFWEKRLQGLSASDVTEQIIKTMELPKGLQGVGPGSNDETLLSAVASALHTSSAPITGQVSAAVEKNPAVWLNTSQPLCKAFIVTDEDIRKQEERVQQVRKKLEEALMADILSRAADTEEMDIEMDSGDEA
mABHD4 FP = ABHD4 (mouse) inhibition, primary FP screen; Q8VD66; purified mABHD4, FP-Rh probe fluorescence polarization; inhibition, % at 8.92 µM; 370,000 tested, 0.54% active;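 active means inhibition exceeding the mean over every tested compound plus 3 SD, cut at about 30% in these data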;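 further: 0% = plate median of compound wells and 100% = S159A mutant with DMSO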
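Assay system: wild-type mouse ABHD4 protein; compound: single nominal dose of 8.92 µM, 0.89% DMSO final; schedule: 45 min + 60 min at 25 °C; measured by: FP readout, ex 525 nm / em 598 nm; evaluation: % inhibition of FP-Rh probe binding versus controls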
rCAG RNA binder = r(CAG) repeat RNA binding; inhibition, % at 3 µM; AID 651821; 370,000 tested, 1.3% active; TO-PRO-1 dye displacement fluorescence;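 active means inhibition above the plate cutoff, the mean of all test compounds on that plate plus 3 SD, cut at about 35% in these data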;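 further: 0% = DMSO alone and 100% = 100 µM mitoxantrone as full dye displacement; higher means more dye released from RNA so lower well fluorescence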
HTRA1 inh = inhibitors of human serine peptidase HTRA1; 340,000 tested, 0.5% active; inhibition, % at 5.96 µM; Q92743; recombinant HTRA1, FP-rhodamine activity-based probe, fluorescence polarization; in the data active means inhibition above about 36%;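 further: 0% = enzyme with DMSO and 100% = wells lacking enzyme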
Target sequence (Q92743 whole entry, looked up): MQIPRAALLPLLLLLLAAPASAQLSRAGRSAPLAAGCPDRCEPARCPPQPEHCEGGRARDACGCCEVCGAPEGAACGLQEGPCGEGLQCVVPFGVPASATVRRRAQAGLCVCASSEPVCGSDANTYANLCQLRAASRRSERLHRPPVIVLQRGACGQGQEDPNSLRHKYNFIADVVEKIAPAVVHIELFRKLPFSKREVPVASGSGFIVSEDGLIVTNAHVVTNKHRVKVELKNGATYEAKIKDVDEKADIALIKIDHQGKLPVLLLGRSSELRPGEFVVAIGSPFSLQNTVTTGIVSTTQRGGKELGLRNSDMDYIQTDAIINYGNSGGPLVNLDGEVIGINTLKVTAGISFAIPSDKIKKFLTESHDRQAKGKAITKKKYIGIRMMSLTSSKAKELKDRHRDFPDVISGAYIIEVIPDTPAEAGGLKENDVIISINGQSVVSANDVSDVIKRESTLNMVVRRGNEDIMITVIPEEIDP
UHRF1 binding = human UHRF1 methylated DNA binding inhibitors | UHRF1 binding to methylated oligo, TR-FRET | AID 687016 | inhibition, % at 4.4 µM | 370,000 tested, 0.75% active; in the data active means inhibition above about 21%;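 further: UHRF1 SRA domain binding a hemimethylated CpG hairpin DNA probe; 0% = median of test compound wells and 100% = reference inhibitor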
An asterisk follows results filed as active; x = not tested or not shown. This is a subset. The share of hits here may be higher or lower than overall.

A first look:
SMILES	GC-A act	NPR2 activator	SIAE primary	PRMT1 FP inh	TCR-CD3 inh	MBD2 DNA inh	mABHD4 FP	rCAG RNA binder	HTRA1 inh	UHRF1 binding
CNC(=O)CO/N=C/c1ccc(N(C)C)cc1	-4	1	3	-2	3	0	-1	-2	-3	-3
COc1ccc(CC(=O)Nc2ccc(-c3cn4cccc(C)c4n3)cc2)cc1OC	3	3	-4	-2	5	0	0	1	-1	-3

Results, from the start:
SMILES	GC-A act	NPR2 activator	SIAE primary	PRMT1 FP inh	TCR-CD3 inh	MBD2 DNA inh	mABHD4 FP	rCAG RNA binder	HTRA1 inh	UHRF1 binding
CNC(=O)CO/N=C/c1ccc(N(C)C)cc1	-4	1	3	-2	3	0	-1	-2	-3	-3
COc1ccc(CC(=O)Nc2ccc(-c3cn4cccc(C)c4n3)cc2)cc1OC	3	3	-4	-2	5	0	0	1	-1	-3
O=C(CSc1nnc(-c2ccco2)n1Cc1ccccc1)OC1CCCCC1	-5	-2	0	1	-2	1	5	-8	-14	0
O=c1cc(-c2cccc(Br)c2)nc(-c2ccccc2F)o1	0	-9	-6	-1	2	5	4	0	-6	-2
CCc1nc(C)cn1S(=O)(=O)c1cc(C)c(OC)c(C)c1C	3	4	37*	1	5	-4	4	-5	-1	-1
O=C(/C=C/N1CCOCC1)c1cc2ccccc2o1	-1	9	-5	8	-8	2	-12	13	-23	4
O=C(COC(=O)Cc1c[nH]c2ccccc12)Nc1ccccc1	6	2	2	-1	18	2	-3	3	2	0
CCOC(=O)c1c(C(F)(F)C(F)(F)C(F)(F)C(F)(F)F)n[nH]c1C	2	-3	4	3	7	-5	-13	-6	1	-6
COc1ccc(CCNC(=O)Cn2nnc(-c3ccccc3F)n2)cc1OC	x	x	-3	-2	0	2	8	-2	-2	2
CCOc1c2ccc(C(=O)NCCCCc3ccccc3)cc2nn1C	-2	-1	5	3	-5	-2	-2	0	-6	3
CCn1c(SCC(=O)Nc2ccc3c(c2)OCCO3)nnc1-c1ccco1	3	1	7	2	4	-2	-5	-3	4	11
O=C(c1cc2cc(Br)ccc2oc1=O)N1CCN(c2ccccn2)CC1	-2	5	2	1	5	1	-2	-2	-3	1
N#Cc1ccc(OCC(=O)Nc2nc(-c3ccccn3)cs2)cc1	-1	15	4	8	-6	2	4	9	19	1
Cc1ccc(-c2nc3ccc(Cl)cn3c2Cc2ccccc2)cc1	19	25	-8	1	2	2	-3	5	-74	18
Cc1cc(C)n(-c2nc3ccccc3n3cnnc23)n1	-4	6	-3	5	-6	7	-5	0	-2	0
Cc1c(/C=N\NC(=O)C2COc3ccc(C(C)(C)C)cc3O2)c2ccccc2n1C (stereo unspecified)	-5	-1	1	2	-8	-4	11	11	-13	0
CC(=O)c1cc2c(cc1NS(=O)(=O)c1ccccc1C)OCO2	-11	-6	0	5	-11	-3	-7	0	x	2
Cn1cnnc1SCCOc1ccc(Cl)cc1	6	-1	0	-5	3	-2	0	-2	1	-1
COC(=O)[C@]12C[C@H](CC(=O)N3CCSCC3)C(=O)N(Cc3ccc4c(c3)OCO4)C1=C[C@H](COCc1ccccc1)O[C@@H]2C	-2	5	2	0	4	-6	1	4	x	-3
O=[N+]([O-])c1ccc(C(=S)N2CCCC2)cc1	-1	5	-5	7	1	0	5	0	-3	1
Cc1ccc(-n2cnc3ncnc(-c4ccccc4)c32)cc1	1	9	-4	4	0	1	0	-4	0	2
COc1ccc(N2Cc3ccccc3C2=NC(=O)c2cccc([N+](=O)[O-])c2)cc1	0	0	16	0	9	-2	3	4	4	-2
Cc1cc2nc(N3CCN(C(=O)c4ccco4)CC3)sc2cc1C	0	0	-1	1	-5	-1	3	-2	-2	-1
Cc1ccc(CCNC(=O)CN(c2cc(C)cc(C)c2)S(=O)(=O)c2c(C)noc2C)cc1	6	-2	0	7	-1	-4	-1	0	1	6
Cc1c(C)c2ccc(OCC(=O)NCCc3c[nH]c4ccccc34)c(C)c2oc1=O	-4	-1	6	-4	8	4	2	3	-1	1
CNC(=S)NNC(=O)c1cccn(Cc2cccc(Cl)c2)c1=O	6	4	9	-1	22*	0	13	-1	-1	-3
O=C(O)c1ccc(S(=O)(=O)N(CCc2ccccc2)Cc2ccc(Cl)cc2)cc1	-4	-1	-8	-2	5	0	1	72*	-48	0
C[C@@H]1CN([C@H](C)CO)C(=O)CCCn2cc(nn2)CO[C@H]1CN(C)S(=O)(=O)c1ccc(C#N)cc1	4	2	9	-3	1	4	-3	0	1	0
O=C(Cc1ccccc1)NNC1=NS(=O)(=O)c2ccccc21	-3	2	-13	4	-4	1	-4	-1	-1	0
O=C(Nc1ccc(F)cc1)N1CCC(c2nc3c(nnn3Cc3cccc(Cl)c3)c(=O)[nH]2)CC1	-2	-2	-6	-1	5	-1	-12	9	-66	0
O=C(Nc1cccc(S(=O)(=O)NC2=NCCC2)c1)c1cnc(Cl)c(Cl)c1	0	-3	-4	2	-10	-2	1	4	-10	-1
CN(C)CCCN(C(=O)c1ccco1)c1nc2c(F)cccc2s1	-2	-1	-4	-5	0	-3	6	1	4	-14
O=C(CNC(=O)c1ccco1)OCc1ccccc1F	-1	4	3	4	4	3	-3	2	0	3
Cc1c(NC(=O)CSc2ccccc2F)c(=O)n(-c2ccccc2)n1C	4	3	0	-4	8	4	5	-1	2	4
O=C(Nc1ccc(CN2CCOCC2)cc1)c1ccc(Br)o1	0	-2	-4	-1	-5	0	0	-2	6	5
COc1ccc(C(=O)CCC(=O)Nc2cc(Cl)c(O)c(Cl)c2)cc1	-4	-4	3	2	6	-1	12	5	16	-2
COc1ccc2ccccc2c1C(O)c1nccn1C (stereo unspecified)	2	0	57*	85*	79*	-5	40*	-278	39*	4
CC(C)C[C@H](NC(=O)c1nc[nH]c1C(=O)N1CCN(C(=O)OC(C)(C)C)CC1)C(=O)OCc1ccccc1	-3	0	-7	6	6	11	-28	8	-6	5
O=C(COC(=O)C(Cc1ccccc1)NC(=O)c1cccs1)NCc1ccccc1 (stereo unspecified)	-8	-4	4	-3	3	3	-6	-1	-3	1
Cc1ccc(N=Cc2ccc(N(C)C)cc2)cc1	2	-6	4	-3	-7	7	-7	-3	-2	17
Cc1ccc(C(=O)O/N=C2\CCCc3ccccc32)cc1	-6	-8	4	-3	5	-1	-3	-4	-20	2
CC1C(=O)N2CCCc3cc(NC(=O)C4CCCCC4)cc1c32 (stereo unspecified)	-3	3	6	4	-1	6	4	0	1	1
O=C(CCN1C(=O)c2ccc([N+](=O)[O-])cc2C1=O)Nc1ccc(O)cc1C(=O)O	0	-7	10	-3	-4	-4	6	2	3	-4
O=C(CSc1nnc2scc(-c3ccc(F)cc3)n12)NCc1ccco1	-2	3	-3	-4	11	-1	-4	1	2	-2
CC(C)(C)NC(=O)NC(=O)CN1CCN(C(c2ccccc2)c2ccccc2)CC1	-2	1	0	-5	-1	0	-1	-5	3	3
Cc1ccc(C)c(S(=O)(=O)Nc2ccccc2C(=O)Nc2ccccc2N2CCOCC2)c1	0	-1	-4	1	-2	7	2	11	-21	17
COc1ccccc1N1CCN(C(=O)/C=C/c2ccc(C)cc2)CC1	-2	-1	9	3	1	-1	4	-6	-7	-1
O=C(Nc1nnc(S(=O)(=O)N2CCCC2)s1)c1ccccc1F	4	-1	2	5	-3	4	-4	9	-7	1
O=C(NCc1cccs1)C1CCCN(C(=O)Nc2ccc(F)cc2)C1 (stereo unspecified)	2	2	0	-3	2	1	1	-6	-3	-3
Cc1cc(Oc2cccc3c2S(=O)(=O)N(C2CCCC2)CC(COCc2ccccc2)O3)cc(C)c1C (stereo unspecified)	1	-1	1	6	0	1	0	3	-9	0
Cc1ccc(C(=O)OCC(=O)Nc2cccc(S(=O)(=O)N3CCCCC3)c2)s1	0	3	-12	3	-4	4	-9	6	-33	4
CC(C)C[C@H]1CN=C(Nc2ccccc2)N1CCCC1CCCCC1	-3	-4	4	-5	-3	0	11	2	-5	-1
COC(=O)CCc1c(C)[nH]c(C(=O)OCc2ccccc2)c1C	5	-7	14	2	-7	-1	2	-1	-2	-3
O=C(/C=C/c1ccccc1)N/C(=C/c1ccccc1)C(=O)NCCCO	1	-2	-3	0	-4	5	2	-3	-3	-3
CC(C)CC(=O)NCCc1ccncc1	5	5	1	-3	-3	-2	1	-2	1	1
O=C(CSc1nnc(CNC(=O)c2ccccc2)o1)Nc1nccs1	4	1	-4	5	-3	-4	3	2	6	-2
O=C(C[C@@H]1C[C@@H]2c3cc(NC(=O)C4CCOCC4)ccc3O[C@@H]2[C@H](CO)O1)NCc1ccccn1	5	1	9	1	-2	1	6	1	0	-1
CCOc1ccccc1NC(=O)Cn1c(=O)oc2cc(Cl)ccc21	-2	-4	5	-4	4	4	-6	4	-4	-4
CN(CC(=O)Nc1ccccc1Cl)C(=O)CSc1nnc(-c2ccco2)n1C	-2	3	-8	7	-2	-2	-4	4	4	3
Cc1ccc(CNC(=O)c2ccc(N3CCC4(CC3)CC(c3ccccc3)=NO4)c(NC(=O)c3c(Cl)cccc3Cl)c2)cc1	-2	4	-6	-2	-5	-1	-10	14	-15	-2

A different layout for part of the listing above.
Cc1cc(Oc2cccc3c2S(=O)(=O)N(C2CCCC2)CC(COCc2ccccc2)O3)cc(C)c1C (stereo unspecified)
  GC-A act: 1 | NPR2 activator: -1 | SIAE primary: 1 | PRMT1 FP inh: 6 | TCR-CD3 inh: 0 | MBD2 DNA inh: 1 | mABHD4 FP: 0 | rCAG RNA binder: 3 | HTRA1 inh: -9 | UHRF1 binding: 0

Cc1ccc(C(=O)OCC(=O)Nc2cccc(S(=O)(=O)N3CCCCC3)c2)s1
  GC-A act: 0 | NPR2 activator: 3 | SIAE primary: -12 | PRMT1 FP inh: 3 | TCR-CD3 inh: -4 | MBD2 DNA inh: 4 | mABHD4 FP: -9 | rCAG RNA binder: 6 | HTRA1 inh: -33 | UHRF1 binding: 4

Next records
SMILES	GC-A act	NPR2 activator	SIAE primary	PRMT1 FP inh	TCR-CD3 inh	MBD2 DNA inh	mABHD4 FP	rCAG RNA binder	HTRA1 inh	UHRF1 binding
O=S(=O)(Cc1ccccc1Cl)Nc1ccccn1	4	2	1	1	1	2	6	-2	-9	1
COC(=O)c1[nH]c2ccc(F)cc2c1NS(=O)(=O)c1ccc(OC)cc1OC	-11	-8	-4	-1	-1	-7	-9	8	-6	-1
COc1cccc(CN2CC(C(=O)NCc3ccc(C)c(F)c3)CCC2=O)c1 (stereo unspecified)	-8	-7	1	0	9	-2	6	-6	-1	-2
COc1ccc(Cl)cc1Cn1c(C)c(C(=O)NCc2ccccc2C(F)(F)F)sc1=O	-1	3	-4	-4	-3	1	-5	3	x	5
O=C(CCC(=O)N1CCOc2ccccc21)Nc1ccccc1Cl	1	-2	3	-3	0	-3	-5	3	0	2
COc1ccc(N2C(=S)NC3c4cc(Cl)ccc4OC2(C)C3C(=O)N(C)C)cc1 (stereo unspecified)	1	0	3	5	-6	1	-1	-4	0	1
COc1ccccc1N1CCN(CC(=O)NC(=O)NCc2ccccc2)CC1	2	5	9	-1	-3	-5	-1	-1	2	2
CS(=O)(=O)c1ccc(C(=O)OCC(=O)NNC(=O)COc2ccc(Cl)cc2)cc1	1	-4	-8	2	-2	-1	-5	3	6	2
CC(C)(C)c1ccc(-c2nnc(SCC(=O)Nc3sc4c(c3C#N)CCCC4)o2)cc1	-1	-1	-6	-1	0	-3	-21	18	-24	6
CNC(=O)N(O)C1N(/N=C/c2cccs2)C(=S)SC1(C)C (stereo unspecified)	3	3	2	8	-2	-3	2	-4	11	1
O=C(C#Cc1ccccc1)NCc1ccccc1F	-1	5	-2	2	11	0	1	-3	-4	-1
O=C(NC(=S)Nc1ccc2c(c1)OCCO2)c1ccccc1F	-1	-7	-3	-3	2	0	-2	0	-9	-1
CCOc1ccc(CNC(=O)Nc2ccccc2)cc1	-2	4	-3	3	-4	1	5	-2	-2	-1

Assay outcomes (PubChem)
